Source: PubChem BioAssay
Her2 expr inh: inhibitors of human Her2 kinase expression | P04626 | SKBR-3 HER2 protein level, AlphaScreen, 18-24 h; stronger effect = lower value | HER2 level % of control, % at 10 µM | actives 0.69% (n = 65,000) | AID 645;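 active means HER2 level under 5% of the carrier-only control; inconclusive means no clear call, values can overlap the other calls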;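 further: 100% = DMSO carrier and 0% = 500 nM PU-H71 HSP90 inhibitor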
ROCK2 blocker: blocks human Rho kinase 2 activity; O75116; purified ROCK2, Kinase-Glo ATP depletion luminescence; inhibition, % at 6 µM; actives 0.35% (n = 60,000);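 active means inhibition above the screen-wide mean inhibition plus 3 SD, cut at about 18% in these data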;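 further: plate controls were DMSO wells for no effect and Y-27632 control wells after no-enzyme background subtraction for full effect; many of its hits are not listed in these tables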
A340 absorber: compound absorbs light at 340 nm; compound absorbance at 340 nm, fold over control; fold change at 10 µM; 65,000 tested, under 10 active; AID 708;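 active means at 10 µM dose, initial 340 nm absorbance at least 2 fold that of control wells; inactive means change under 2 fold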;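 further: initial absorbance extrapolated from kinetic A340 decline of NADH oxidation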
MKP-1 inh: inhibitors of human MKP-1 phosphatase. P28562. recombinant MKP-1, OMFP hydrolysis fluorescence. AID 374. actives 0.15% (n = 65,000). inhibition, %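 (compounds tested at a single concentration somewhere between 10 and 100 µM)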;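 active means inhibition above about 50%, limit read from the data; inconclusive means inhibition over screen mean plus 3 SD, below that limit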;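 further: 0% = DMSO max control wells and 100% = wells with enzyme stopped by NaOH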
JNK3 blocker: blocks human JNK3 kinase activity. P53779. purified JNK3 kinase activity, HTS. inhibition, % at 8 µM. actives 0.61% (n = 60,000). AID 746; in the data active means inhibition above about 17%;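 further: 0% = DMSO and 100% = reference inhibitor; many of its hits are not listed in these tables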
Hsp90 block: displaces geldanamycin probe from tumor Hsp90 | inhibition, % at 30 µM | actives 0.35% (n = 64,000) | NCI-N417 lysate Hsp90, Cy3B-geldanamycin FP displacement;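 active means inhibition above 50%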;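 further: 0% = tracer plus lysate wells and 100% = tracer alone without lysate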
PKA kinase inh: inhibitors of human protein kinase A | PKA Kemptide phosphorylation, Kinase-Glo ATP luminescence | actives 0.1% (n = 65,000) | inhibition, % at 6 µM;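 active means inhibition above the screen-wide mean inhibition plus 3 SD, cut at about 21% in these data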; further: many of its hits are not listed in these tables
Cdc25B block: inhibitors of human Cdc25B phosphatase; P30305; recombinant Cdc25B, OMFP fluorescence Ex485/Em525; inhibition, %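 (compounds tested at 10 µM final in the well)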; actives 0.1% (n = 65,000); AID 368; in the data active means inhibition above about 50%
Fluor 339 460: intrinsic fluorescence of library compounds, ex339/em460 – biochemical, MLSMR library, data from DPM-DC assay, artefact control, profiling panel | fluorescence fold increase at 10 µM | compound autofluorescence, ex339/em460 nm, NADH buffer; stronger effect = higher value; 1 = no-compound wells, NADH background | AID 709 | actives 5.5% (n = 65,000);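 active means at 10 µM, mean starting fluorescence two-fold or more over control wells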;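 further: signal is the first read of a kinetic run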
An asterisk follows results filed as active; ? = inconclusive; . = not tested or not shown.

SMILES	Her2 expr inh	ROCK2 blocker	A340 absorber	MKP-1 inh	JNK3 blocker	Hsp90 block	PKA kinase inh	Cdc25B block	Fluor 339 460
CCOc1ccc(-c2nnc(SCC(=O)N(CC)CC)n2N)cc1	81	.	1.1	12	.	.	-2	-8	1.1
Cc1noc(C)c1S(=O)(=O)N1CCC(C(=O)N2CCN(c3ccc(Cl)cc3)CC2)CC1	74	.	1.1	27	.	0	5	-8	1.1
Cc1cc(OCC(=O)Nc2ccncc2)ccc1Br	97	13	1.1	-7	0	-1	14	-8	0.83
Fc1ccc(N2CCN(C(c3cccs3)c3nnnn3C3CCCC3)CC2)cc1 (stereo not drawn)	77	4	1	-13	-4	-1	9	-4	1.1
Cc1nc(SCC(=O)Nc2ccc(C)c(F)c2)c2oc3ccccc3c2n1	64	0	1	-3	0	-4	6	6	1
CCCS(=O)(=O)N1CCCC(C(=O)NCCCN(C)Cc2ccccc2)C1 (stereo not drawn)	103	3	1	-2	6	-1	2	12	1.1
O=C(O)CCC(NC(=O)OCc1ccccc1)C(=O)O (stereo not drawn)	95	4	0.98	-28	6	-4	-1	-7	1.1
COC(=O)c1cc(COc2ccc3c4c(c(=O)oc3c2)CCCC4)c(C)o1	95	-5	1.1	5	0	-4	0	-14	2.2*
O=C(NCc1ccccc1)NC1CC2CCC(C1)N2Cc1ccco1 (stereo not drawn)	96	-1	1.1	-12	3	-3	7	3	0.96
CCC(C(=O)OCC(=O)Nc1c(C)n(C)n(-c2ccccc2)c1=O)c1ccccc1 (stereo not drawn)	74	.	1	9	.	-3	9	-5	1.1
O=C(CN1CCCCCC1)NCCc1ccc(F)cc1	157	7	1	-3	-2	1	9	-17	1.1
CCCCN1CC(O)=C(c2nc3ccccc3[nH]2)C1=N	102	-5	1.1	19	-6	-2	0	5	1.1
COc1cc(S(=O)(=O)n2c(C)nc3ccccc32)ccc1F	75	3	1.1	31	8	2	2	0	1.1
COc1ccccc1NC(=O)Cn1nnc(C(=O)Nc2ccccc2)c1N	96	7	0.99	-4	2	-5	11	14	1.1
CCc1nc(SCC(=O)N2CCN(c3ccccc3)CC2)c2c(=O)n(C)c(=O)n(C)c2n1	77	4	1	15	1	-3	4	1	1.1
O=C(C1=C(O)C(=O)N(CCOCCO)C1c1cccs1)c1cccs1 (stereo not drawn)	98	-5	1.1	-4	-6	-4	-5	4	1.1
Cn1ncc2c(N3CCOCC3)ncnc21	109	3	1	10	3	-3	6	-3	1
CC(=O)OC1CC(C)(C)N(OC(=O)CCCN2C(=O)c3ccccc3C2=O)C(C)(C)C1	104	-3	1	-11	-2	-2	0	-14	1
CCOC(=O)c1cc(C)n(CCCN2CCOCC2)c1C	64	4	0.99	1	12	-4	5	-14	1
CCCC(=O)Nc1nc2ccc(NC(=O)c3ccc(Br)o3)cc2s1	67	10	1.1	-1	12	30	6	2	1.1
O=C(c1ccccc1)c1cccn1CC(=O)N1CCN(C2CCCCC2)CC1	101	3	1	0	0	-2	6	-7	1.1
COc1ccc(Cc2c(O)nc(SC)n(C(C)=O)c2=O)cc1	68	0	0.97	-18	-5	-2	-1	3	1.1
CC(C)(C)c1ccc(OCCn2ccccc2=O)cc1	58	3	1	11	-1	-4	6	8	1
O=C(NC1CCCCCC1)c1c(F)c(F)c(F)c(F)c1F	106	6	1.1	-19	9	-1	6	-10	1
Cc1ccccc1NC1=NC(C)(C)N=C(N)N1	99	6	0.99	-12	6	1	9	8	1.1
CCN1CCc2c(C#N)c(N3CCOCC3)nc(NCc3ccccc3)c2C1	57	0	1	-13	5	-7	-1	-2	1.7
O=C(NC1CCCC1)C1CCN(S(=O)(=O)N2CCCCC2)CC1	105	7	0.99	7	5	2	8	-13	1.1
COc1ccc(-c2noc(CSc3nc(N)c(-c4ccccc4)c(=O)[nH]3)n2)cc1	75	10	1	6	1	2	8	-7	1.1
Nc1ccc(-c2nc3c(Cl)c(N)ccc3[nH]2)cc1	99	-3	1.2	-17	-23	46	3	-6	3.6*
COc1cccc(NC(=O)Cc2cn(C)c3ccccc23)c1	66	.	1.1	12	.	-7	-7	-30	1.1

Single records, as listed above.
`CCCS(=O)(=O)N1CCCC(C(=O)NCCCN(C)Cc2ccccc2)C1` (stereo not drawn) across the screens: Her2 expr inh = 103; ROCK2 blocker = 3; A340 absorber = 1; MKP-1 inh = -2; JNK3 blocker = 6; Hsp90 block = -1; PKA kinase inh = 2; Cdc25B block = 12; Fluor 339 460 = 1.1
`Cc1ccccc1NC1=NC(C)(C)N=C(N)N1` across the screens: Her2 expr inh = 99; ROCK2 blocker = 6; A340 absorber = 0.99; MKP-1 inh = -12; JNK3 blocker = 6; Hsp90 block = 1; PKA kinase inh = 9; Cdc25B block = 8; Fluor 339 460 = 1.1

(more compounds)
SMILES	Her2 expr inh	ROCK2 blocker	A340 absorber	MKP-1 inh	JNK3 blocker	Hsp90 block	PKA kinase inh	Cdc25B block	Fluor 339 460
CCC(=O)Nc1cc(C(F)(F)F)ccc1N1CCOCC1	108	3	0.98	-9	-7	-5	5	0	1.1
Cc1cc(N(C)C)c(C#N)c(NCc2ccccc2)n1	71	8	1	-23	7	2	2	2	1.1
CC(C)[C@H](NC(=O)NCc1ccc(Cl)cc1)C(=O)O	92	2	0.98	-12	-1	-2	6	-15	1
O=C(NCCCN1CCCC1=O)c1ccc(Cl)c(NS(=O)(=O)c2ccc(F)cc2)c1	100	2	1	25	0	0	1	-14	1
Cc1ccc(N2C(=O)c3n[nH]c(C)c3C2c2ccccn2)cc1 (stereo not drawn)	98	3	1	25	-3	-1	-5	6	1.1
C=CC(C)Sc1nc2c(c(=O)n(C)c(=O)n2C)n1Cc1ccccc1Cl (stereo not drawn)	93	-2	1	13	-5	2	-4	3	1.1
COC(=O)c1ccc(COc2cccc(OC)c2)o1	58	.	1	-5	.	-5	9	-1	1.1
COc1cccc(N(C(=O)c2ccco2)C(C(=O)NC2CCCC2)c2cccnc2)c1 (stereo not drawn)	95	2	0.98	-17	-6	-2	5	11	1.1
O=C(Nc1ccc(Cl)cn1)c1cnn2cccnc12	43	7	1	26	-4	-9	9	-13	1.1
CC12CC(NC(=O)N1CCc1ccccc1)c1ccccc1O2 (stereo not drawn)	288	.	1	-1	.	.	3	-12	1.1
O=C(CCn1ccc2ccccc21)Nc1ccc(N2CCOCC2)cc1	98	14	1	7	1	-1	4	-5	1.1
CSc1nc2ccc3nc(NC(=O)c4cccs4)sc3c2s1	70	8	1.1	29	-2	-3	14	-5	4.5*
CCCOc1ccccc1C1CC(=O)NC(C)=C1C(=O)OCC(C)C (stereo not drawn)	95	1	1	25	0	-1	-7	-3	1.1
O=C1c2ccncc2C(=O)N1C1CCCCC1	91	0	1	-7	1	1	0	17	1.1
COC(=O)C1=C(C)Nc2ncnn2C1c1ccco1 (stereo not drawn)	83	1	1	-2	-1	-18	1	-6	1
COc1cc(NC(=O)c2cc(-c3cccc(O)c3)on2)cc(OC)c1OC	94	6	1	-4	-2	-2	8	-11	1.1
Cc1cccc(Nc2ncccc2C(=O)O)c1C	57	3	1	4	4	-4	3	-1	1.1
Cc1noc(C)c1C(=O)Nc1sc(C)c(C)c1C#N	86	5	1	3	2	-4	10	-6	1
Cn1cnc2c1c(=O)n(Cc1ccccc1)c(=O)n2C	91	6	1	4	1	-1	12	-13	1.1
COc1cc(OC)c(C2C(C(=O)N3CCOCC3)=C(C)NC3=C2C(=O)CC(C)(C)C3)cc1OC (stereo not drawn)	.	4	1.1	-5	6	1	0	-3	1.2
CC1CCN(CCCNC(=O)Cc2c(C(=O)O)n(C)c3ccccc23)CC1	74	5	0.99	-9	-1	-1	11	-29	1.1
COc1ccc(-c2c(N)nnc3c2[nH]c2ccccc23)cc1OC	84	0	1	0	-1	-5	-4	-9	4.6*
COC(=O)c1ccc(COc2ccc3c(C)c(C)c(=O)oc3c2C)o1	.	0	1.1	7	7	0	-4	4	2*
CCOC(=O)C1CCN(c2c(NC3CCCc4ccccc43)c(=O)c2=O)CC1 (stereo not drawn)	110	-1	0.99	-3	-5	1	-9	1	1
O=C(CCc1ccc(S(=O)(=O)N2CCOCC2)cc1)Oc1ccccc1	95	-2	1	-9	3	-1	-4	-6	1.1
COC(=O)c1ccc(NC(=O)c2ccccc2NS(C)(=O)=O)cc1	102	5	1.1	-1	3	-4	4	2	1.1
COc1ccc(-n2nc(C(=O)N3CCN(c4ccc(F)cc4)CC3)c3ccccc3c2=O)c(OC)c1	94	2	1	19	5	-3	-1	-6	1.1
CC(=O)Nc1nc2ccccc2n1CCN(C)C	101	2	1	17	0	-4	3	2	1.1
CCOc1ccc(N/C(SC)=C(/C#N)C(N)=O)cc1	98	.	1.1	-6	.	-3	1	-10	1
O=C(CN1C(=O)CCSc2ccccc21)Nc1ccc2c(c1)OCCO2	104	-3	0.99	-5	-2	-2	-6	-9	1.1
CC(NC(=O)C1CCC1)c1ccc(Cl)cc1 (stereo not drawn)	94	5	1	-10	-3	-5	10	-20	1.1
COc1cccc(-n2c(Cc3cc(=O)[nH]c(=O)[nH]3)nnc2SC(C)C)c1	84	2	1	2	-3	2	8	-1	1.1
Nc1nnc(CSc2ccc(Cl)cc2)s1	119	4	1.1	-7	-3	-1	4	-16	1.1
O=C(O)CCC(=O)Nc1ccc(Br)cn1	111	1	1	-28	-1	1	5	-3	1.2
CC(C1CC1)N(C(=O)NC1CCS(=O)(=O)C1)c1ccccc1 (stereo not drawn)	111	3	1	-25	1	-3	5	0	1
COc1nc(N)nc(CC(=O)C2CC2)n1	109	-3	1	3	3	-2	-1	4	1.1
CCOC(=O)CCc1c(C)c(C#N)c2nc3ccccc3n2c1-n1ccnc1C	89	-11	1.1	11	-9	4	1	10	1.2
CN(CC(=O)NC1CCCc2ccccc21)S(=O)(=O)c1ccc2c(c1)c(=O)n(C)c(=O)n2C (stereo not drawn)	97	8	1.1	18	2	-5	5	-1	1.1
Nn1c(SCC(=O)N2CCOCC2)nnc1-c1ccc(Cl)cc1Cl	105	0	0.98	-7	-5	0	-6	-20	1.1
COCCn1c(CCC(=O)O)nc2c1c(=O)[nH]c(=O)n2CC(C)C	122	5	0.99	0	1	2	5	-4	1
CCSc1sccc1C1C(C#N)=C(N)N(c2cccnc2)C2=C1C(=O)CCC2 (stereo not drawn)	96	6	1.1	21	6	-4	3	-2	1.1
C[C@H](NC(=O)Nc1ccc2c(c1)OCCO2)C(=O)O	98	1	1.1	-13	-4	0	7	-1	1.1
Cc1ccc2c(CC(=O)OCc3nc(N)nc(Nc4ccccc4C)n3)coc2c1	85	3	1	29	2	-7	3	6	1.1
CCOC(=O)Cc1nnc(NC(=O)C(CC)Sc2nnc3c4ccccc4n(C)c3n2)s1 (stereo not drawn)	98	0	1.2	?	-1	-4	2	3	1
COC(=O)CCCC(=O)Nc1c(F)c(F)c(F)c(F)c1F	117	0	1.1	9	-3	-4	-4	-8	1.1
O=C1C2CC=CCC2C(=O)N1CC(=O)N(Cc1ccccc1)C1CCS(=O)(=O)C1 (stereo not drawn)	121	4	0.98	8	4	-1	6	50	0.86
CC(C)C(=O)Nc1ccc(NC(=O)c2ccccc2Cl)nc1	89	1	0.99	-3	11	-3	8	3	1.1
CCOc1ccc(S(=O)(=O)NCCC(=O)NC2=NCCS2)cc1	130	0	1	25	0	-2	5	6	1.1
O=C(O)Cn1cc(C(=O)c2cccs2)c2ccccc21	80	4	1.2	2	14	-6	6	5	1.1
NC(=O)C1CCN(C(=S)c2cccs2)CC1	74	2	0.99	-5	3	-12	5	-3	1
O=C(Cn1cnc2c(cnn2-c2ccccc2)c1=O)N1CCCc2ccccc21	90	0	1	5	-3	-2	2	16	1

These rows are one share of the data, so the mix of outcomes need not match the whole.
